TLR4 MyD88 comp = inhibitors of TLR4-MyD88 association in cells, primary screen, cell-based, HeLa CL3-4, BLA complementation, FRET ratio; Toll-like receptor 4 (Homo sapiens) + Myeloid differentiation primary response protein …; HeLa CL3-4 TLR4/MyD88 BLA complementation; inhibition, % at 8.4 µM; 0.18% of 200,000 active; AID 861, 2007; in the data active means inhibition above about 25%;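 further: 0% = vehicle and 100% = reference inhibitor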
Diaphorase inh = diaphorase inhibitors and chemical oxidizers, primary screen, counter-screen for diaphorase-coupled primary assays, biochemical, uHTS, resorufin fluorescence; inhibition, % at 20 µM; diaphorase resazurin-to-resorufin fluorescence, NADH, 16 min; bacterial (C. kluyveri) enzyme, not human; 0.69% of 190,000 active; AID 1217, 2008;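 active means primary screen inhibition at 20 µM above a set limit, cut at about 50% in these data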;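 further: plate controls were DMSO with full reaction for no effect and wells lacking NADH for full effect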
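System: Diaphorase enzyme from Clostridium kluyveri | Amount: Enzyme working solution with 0.14 U/mL diaphorase | Benchmarks: No-NADH positive control and DMSO neutral control | Signal: Fluorescence of resorufin formed from resazurin, Ex 544/Em 590 nm | Schedule: 16-min room-temperature incubation before reading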
Diaphorase act = compounds boosting diaphorase resazurin reduction – biochemical, uHTS, resorufin fluorescence, counter-screen for diaphorase-coupled primary assays, primary screen; Diaphorase/resazurin coupled assay, 16 min; hits give high values; 1 = vehicle wells, 0 = NADH-free wells; activation factor at 20 µM; 0.005% of 190,000 active; AID 1229, 2008;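 active means diaphorase activity raised at least twofold by the compound at 20 µM; inactive means activation factor below 2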
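Assay system: bacterial diaphorase enzyme (C. kluyveri) / Input: enzyme 0.07 U/mL final / Medium: 50 mM HEPES pH 7.4 with 4.542 mM MgCl2, 0.005% Tween 20 / Doses: single compound dose of 20 µM, 1% DMSO final / Incubation: 16 min enzyme reaction, ambient temperature / Signal: fluorescence, excitation 544 nm and emission 590 nm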
G6PDH CS = L. mesenteroides G6PDH inhibitors, counter-screen for G6PDH-coupled screening assays, biochemical, Leuconostoc mesenteroides enzyme. 0.12% of 200,000 active. Purified L. mesenteroides G6PDH, diaphorase/resazurin coupled fluorescence, 45 min. glucose-6-phosphate dehydrogenase [Leuconostoc mesenteroides]. inhibition, % at 5 µM. AID 1020, 2008
DTT redox prof = compounds producing H2O2 with reducing agent – biochemical, NIH compound library profiling, artefact control for MLSCN library redox annotation, primary screen | DTT-dependent redox cycling H2O2, phenol red/HRP absorbance; 100% = 100 µM peroxide control, 0% = buffer | activation, % at 10 µM | 0.03% of 200,000 active | AID 878, 2007;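 active means activation of at least 50% relative to the plate's high and low controls in the primary single-dose screen; inactive means activation below 50%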;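 further: compound incubated with DTT at 0.8 mM final as the reducing agent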
Lmaj promast = Leishmania major promastigote growth inhibition, primary screen | Leishmania major promastigotes, resazurin fluorescence viability | inhibition, % at 10 µM | 9% of 200,000 active;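 further: promastigotes grown with compound for 44 hours at 28 °C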
PMI activator = activators of human PMI, primary screen, biochemical, fluorescence intensity, near-Km mannose 6-phosphate; purified human PMI, coupled resazurin fluorescence, 20 min; hits give high values; 1 = vehicle control, 0 substrate-free wells; AID 1214, 2008; 0.005% of 190,000 active; activation factor at 20 µM; Mannose-6-phosphate isomerase (Homo sapiens), P34949;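 active means activation factor of 2 or more at 20 µM, relative to plate controls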
Target sequence (P34949 whole entry, looked up): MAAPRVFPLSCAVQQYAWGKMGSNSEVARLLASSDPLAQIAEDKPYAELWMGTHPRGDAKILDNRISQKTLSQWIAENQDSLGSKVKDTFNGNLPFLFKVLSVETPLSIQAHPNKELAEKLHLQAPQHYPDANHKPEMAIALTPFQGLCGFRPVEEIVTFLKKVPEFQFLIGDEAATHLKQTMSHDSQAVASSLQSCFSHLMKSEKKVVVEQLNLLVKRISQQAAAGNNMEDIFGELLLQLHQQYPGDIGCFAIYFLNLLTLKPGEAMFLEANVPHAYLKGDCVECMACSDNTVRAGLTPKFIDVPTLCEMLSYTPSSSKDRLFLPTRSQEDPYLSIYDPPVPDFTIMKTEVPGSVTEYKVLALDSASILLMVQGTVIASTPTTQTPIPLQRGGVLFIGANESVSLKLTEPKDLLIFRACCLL
RAM network inh = inhibitors of the yeast RAM network, primary screen, dse1pr::URA3 reporter, 5-FOA selection | 1.8% of 190,000 active | inhibition, % at 50 µM | AID 868, 2007 | S. cerevisiae dse1pr::URA3 reporter, 5-FOA growth OD615, 2 d; analog-sensitive cbk1-as2 kinase mutant strain;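 active means inhibition above a set limit, 3 SD over mean compound inhibition, cut at about 8.4% in these data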;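 further: 0% = DMSO-only wells with no growth and 100% = 10 µM 1-NA-PP1 full growth; inhibition rescues growth on 5-FOA so higher OD means more RAM inhibition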
S1P3 antag = S1P3 receptor antagonists, primary screen, cell-based. 0.27% of 170,000 active. inhibition, % at 4.98 µM. AID 485, 2006. CHO S1P3 NFAT-BLA reporter, FRET fluorescence, antagonist mode;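 active means inhibition above the plate cutoff, the mean inhibition of test wells on that plate plus 3 SD, cut at about 28% in these data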;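 further: cells challenged with S1P at its EC80 of 0.8 µM; blue over green emission ratio from cleaved BLA substrate after 4 h stimulation; 0% = S1P-stimulated wells and 100% = unstimulated DMSO-only wells; some compounds past the cut are filed as inactive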
Target sequence (Q99500 whole entry, looked up): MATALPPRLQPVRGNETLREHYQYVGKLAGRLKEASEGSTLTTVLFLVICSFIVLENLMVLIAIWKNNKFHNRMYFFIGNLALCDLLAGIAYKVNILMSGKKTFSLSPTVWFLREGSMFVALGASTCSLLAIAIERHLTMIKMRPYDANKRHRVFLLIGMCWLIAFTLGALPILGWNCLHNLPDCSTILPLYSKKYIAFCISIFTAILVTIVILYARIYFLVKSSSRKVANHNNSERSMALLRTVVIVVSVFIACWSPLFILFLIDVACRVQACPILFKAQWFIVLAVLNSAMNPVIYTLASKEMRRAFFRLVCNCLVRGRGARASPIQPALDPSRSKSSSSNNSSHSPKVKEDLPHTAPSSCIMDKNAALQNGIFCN
PMI act hi M6P = human PMI activators, high substrate, primary screen, biochemical, fluorescence intensity, near-saturating mannose 6-phosphate. Mannose-6-phosphate isomerase (Homo sapiens), P34949. coupled PMI enzyme assay, resazurin fluorescence, 20 min; hits give high values; 1 = untreated enzyme, 0 = substrate-free blank. activation factor at 20 µM. 0.34% of 190,000 active. AID 1216, 2008;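 active means activation factor of 2 or more at 20 µM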
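Test system: human phosphomannose isomerase with PGI, G6PDH, diaphorase coupling enzymes; Amount: PMI at 15 ng/mL final; Reagent: Mannose-6-phosphate 1.0 mM (near-saturating) plus 0.22 mM NADP+; Timing: 20 min, room temperature; Technique: resorufin fluorescence at Ex 544/Em 590 nm; Dosing: 20 µM single dose.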
Hsp70 act = Hsp70 transcriptional activators, primary screen, cell-based, HeLa, Hsp70 promoter luciferase, luminescence, 10 µM. HeLa Hsp70 promoter luciferase reporter; scaled: vehicle 0, proteasome-inhibitor control 100%. AID 1203, 2008. activation, % at 10 µM. 0.04% of 200,000 active;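 active means activation above the mean across all tested compounds plus 3 SD, cutoff set per campaign, cut at about 5.5% in these data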;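 further: 100% = MG132 at 30 µM as the positive control and 0% = DMSO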
Starred values were filed as active, the others as inactive. Unless noted, no stated cut-off is given here; in the data, active means inhibition above about 50%; inactive means the rest.

`S=C(NCc1ccccc1)NC1CCCCC1` gave TLR4 MyD88 comp -2, Diaphorase inh 11, Diaphorase act 0.9, G6PDH CS 13, DTT redox prof 0.1, Lmaj promast 0, PMI activator 0.9, RAM network inh 2.1, S1P3 antag 4, PMI act hi M6P 0.9 and Hsp70 act -0.3.
O=C(CSc1nc2ccccc2s1)Nc1cc(S(=O)(=O)N2CCOCC2)ccc1O was read as TLR4 MyD88 comp 4, Diaphorase inh 1, Diaphorase act 1, G6PDH CS -5, DTT redox prof 0.3, Lmaj promast -4, PMI activator 1.2, RAM network inh 2.4, S1P3 antag -4, PMI act hi M6P 1.2 and Hsp70 act -0.1.
`NC(=O)C1=C[C@H](c2ccc3c(c2)OCO3)C[C@H](OCc2ccc(CO)cc2)O1` gave TLR4 MyD88 comp 8, Diaphorase inh 27, Diaphorase act 0.7, G6PDH CS 23, DTT redox prof -0.1, Lmaj promast -7, PMI activator 0.7, RAM network inh 1.5, S1P3 antag -6, PMI act hi M6P 0.4 and Hsp70 act 0.1.
Screening Cc1cc(C)c2c(c1)/C(=N/Nc1ccc(S(N)(=O)=O)cc1[N+](=O)[O-])CCC2 returned TLR4 MyD88 comp 13, Diaphorase inh 1, Diaphorase act 1, G6PDH CS 5, DTT redox prof -0.3, Lmaj promast 13, PMI activator 0.9, RAM network inh 6.1, S1P3 antag 12, PMI act hi M6P 1 and Hsp70 act -0.5.
Screening O=C(Nc1ccc(Cl)cc1)OCc1cncs1 returned TLR4 MyD88 comp -10, Diaphorase inh -1, Diaphorase act 1, G6PDH CS 26, DTT redox prof -8.7, Lmaj promast 1, PMI activator 1, RAM network inh 1.9, PMI act hi M6P 1 and Hsp70 act -0.2.
Screening COc1ccc(CCN(Cc2cccs2)S(=O)(=O)c2ccc(S(=O)(=O)N(C)C3CCCCC3)cc2)cc1OC returned TLR4 MyD88 comp 1, Diaphorase inh 18, Diaphorase act 0.8, G6PDH CS -11, DTT redox prof 3.3, Lmaj promast 11, PMI activator 0.9, RAM network inh 4.2, S1P3 antag -12, PMI act hi M6P 0.9 and Hsp70 act -0.4.
CCCc1cc(=O)[nH]c(SCC(=O)c2cc(C)n(CCOC)c2C)n1 was read as TLR4 MyD88 comp -18, Diaphorase inh 14, Diaphorase act 0.9, G6PDH CS 3, DTT redox prof 1.4, Lmaj promast -1, PMI activator 1, RAM network inh -0.7, S1P3 antag -29, PMI act hi M6P 1 and Hsp70 act -0.5.
`COc1cc(/C=C/c2noc(-c3ccccc3O)n2)cc(OC)c1OC` gave TLR4 MyD88 comp -1, Diaphorase inh -3, Diaphorase act 1, G6PDH CS 5, DTT redox prof -0.4, Lmaj promast 11, PMI activator 1.1, RAM network inh 3.9, S1P3 antag 7, PMI act hi M6P 1 and Hsp70 act 0.3.
CCOC(=O)c1cc(=O)c2c([N+](=O)[O-])ccc(OC)c2o1 was read as TLR4 MyD88 comp -4, Diaphorase inh 4, Diaphorase act 1, G6PDH CS -6, DTT redox prof -0.6, Lmaj promast -5, PMI activator 1, RAM network inh 0.7, S1P3 antag 6, PMI act hi M6P 1 and Hsp70 act -0.1.
`O=C(N/N=C/c1ccc(OC(F)F)cc1)C1=COCCO1` gave TLR4 MyD88 comp 6, Diaphorase inh -8, Diaphorase act 1.1, G6PDH CS 1, DTT redox prof 0.0, Lmaj promast -6, PMI activator 1.1, RAM network inh 1.4, S1P3 antag -2, PMI act hi M6P 1.1 and Hsp70 act -0.2.

Two consecutive compounds from above, quoted:
CCOC(=O)c1cc(=O)c2c([N+](=O)[O-])ccc(OC)c2o1 was read as TLR4 MyD88 comp -4, Diaphorase inh 4, Diaphorase act 1, G6PDH CS -6, DTT redox prof -0.6, Lmaj promast -5, PMI activator 1, RAM network inh 0.7, S1P3 antag 6, PMI act hi M6P 1 and Hsp70 act -0.1.
`O=C(N/N=C/c1ccc(OC(F)F)cc1)C1=COCCO1` gave TLR4 MyD88 comp 6, Diaphorase inh -8, Diaphorase act 1.1, G6PDH CS 1, DTT redox prof 0.0, Lmaj promast -6, PMI activator 1.1, RAM network inh 1.4, S1P3 antag -2, PMI act hi M6P 1.1 and Hsp70 act -0.2.

The results go on.
CC1CCCCN1S(=O)(=O)c1cnc(Cl)c(Br)c1 (stereo unspecified) was read as TLR4 MyD88 comp 5, Diaphorase inh 8, Diaphorase act 0.9, G6PDH CS -7, DTT redox prof -0.7, Lmaj promast 10, PMI activator 1, RAM network inh 1.5, S1P3 antag 6, PMI act hi M6P 1 and Hsp70 act -0.3.
Screening O=c1c(Br)c(NCc2ccccc2)cnn1-c1ccc(F)cc1 returned TLR4 MyD88 comp 4, Diaphorase inh 11, Diaphorase act 0.9, G6PDH CS 1, DTT redox prof -0.2, Lmaj promast 19, PMI activator 1, RAM network inh 0.8, S1P3 antag -1, PMI act hi M6P 0.9 and Hsp70 act 0.1.
`CCOC(=O)CCC(=O)N1CCOCCOCCN(C(=O)CCC(=O)OCC)CCOCCOCC1` gave TLR4 MyD88 comp -6, Diaphorase inh 4, Diaphorase act 1, G6PDH CS 2, DTT redox prof 17, Lmaj promast -3, PMI activator 1, RAM network inh -0.1, PMI act hi M6P 1 and Hsp70 act -0.1.
For Cc1ccc(SCCNC(=O)c2ccccc2C)cc1 the results were TLR4 MyD88 comp -6, Diaphorase inh 10, Diaphorase act 0.9, G6PDH CS 1, DTT redox prof 0.0, Lmaj promast -1, PMI activator 1, RAM network inh 1.7, PMI act hi M6P 1 and Hsp70 act -0.3.
Screening C=CCn1cnc2c(nnn2-c2ccc(C)c(C)c2)c1=O returned TLR4 MyD88 comp -7, Diaphorase inh 4, Diaphorase act 1, G6PDH CS 0, DTT redox prof -0.3, Lmaj promast 2, PMI activator 1, RAM network inh 1.7, S1P3 antag -13, PMI act hi M6P 1 and Hsp70 act -0.2.
For O=C(CSc1nc2ccccc2n1CC(=O)N1CCCC1)NCc1ccc2c(c1)OCO2 the results were TLR4 MyD88 comp 7, Diaphorase inh 6, Diaphorase act 0.9, G6PDH CS 13, DTT redox prof 0.8, Lmaj promast -12, PMI activator 1, RAM network inh -0.5, S1P3 antag -14, PMI act hi M6P 1 and Hsp70 act 0.0.
`O=S(NC1CCCCC1)C12CC3CC(CC(C3)C1)C2` (stereo unspecified) gave TLR4 MyD88 comp -2, Diaphorase inh 4, Diaphorase act 1, G6PDH CS 3, DTT redox prof -0.6, Lmaj promast -4, PMI activator 1, RAM network inh 1.7, S1P3 antag -43, PMI act hi M6P 1 and Hsp70 act 0.0.
Cc1ccc(-n2c(-c3c(-c4ccccc4)noc3C)n[nH]c2=S)cc1 was read as TLR4 MyD88 comp -7, Diaphorase inh 24, Diaphorase act 0.8, G6PDH CS 4, DTT redox prof 0.0, Lmaj promast -1, PMI activator 0.9, RAM network inh 0.2, PMI act hi M6P 0.9 and Hsp70 act -0.3.
O=C(COC(=O)c1cc(=O)[nH]c(=O)[nH]1)NCc1ccccc1 was read as TLR4 MyD88 comp 1, Diaphorase inh 8, Diaphorase act 0.9, G6PDH CS -12, DTT redox prof -0.1, Lmaj promast -4, PMI activator 1, RAM network inh 0.9, S1P3 antag -22, PMI act hi M6P 1 and Hsp70 act -0.2.
`C#CCOc1nc(C)cc(C)c1S(=O)(=O)c1ccccc1C` gave TLR4 MyD88 comp -6, Diaphorase inh 1, Diaphorase act 1, G6PDH CS 4, DTT redox prof -1.8, Lmaj promast 20, PMI activator 0.9, RAM network inh 1.6, S1P3 antag -21, PMI act hi M6P 1 and Hsp70 act -0.5.
`CCOC(=O)c1sc(C)c2c(=O)n(Cc3ccc(Cl)cc3)cnc12` gave TLR4 MyD88 comp 1, Diaphorase inh -5, Diaphorase act 1.1, G6PDH CS 2, DTT redox prof -0.6, Lmaj promast -2, PMI activator 1.1, RAM network inh 0.4, S1P3 antag 1, PMI act hi M6P 1.1 and Hsp70 act -0.2.
`CS(=O)(=O)N1CCN(C(=O)c2cc(-c3ccncc3)nc3ccc(Cl)cc23)CC1` gave TLR4 MyD88 comp -3, Diaphorase inh 12, Diaphorase act 0.9, G6PDH CS 12, DTT redox prof 2.1, Lmaj promast 6, PMI activator 0.9, RAM network inh 1.6, S1P3 antag -14, PMI act hi M6P 0.9 and Hsp70 act -0.3.
`O=C1CCSc2ccc(Cl)cc2N1Cc1cccc(Cl)c1` gave TLR4 MyD88 comp 5, Diaphorase inh 0, Diaphorase act 1, G6PDH CS 22, DTT redox prof 0.3, Lmaj promast 3, PMI activator 1, RAM network inh 1.3, PMI act hi M6P 1 and Hsp70 act 0.0.
Screening O=C(NCCc1ccc(Cl)cc1)C1CCC(=O)N1Cc1ccc(F)cc1 (stereo unspecified) returned TLR4 MyD88 comp -21, Diaphorase inh 11, Diaphorase act 0.9, G6PDH CS -4, DTT redox prof -1.1, Lmaj promast -5, PMI activator 1, RAM network inh -0.2, PMI act hi M6P 1 and Hsp70 act -0.1.
`Nc1nonc1-n1nnc(C(=O)N/N=C/c2ccccc2)c1CSc1ccc(Cl)cc1` gave TLR4 MyD88 comp 2, Diaphorase inh 2, Diaphorase act 1, G6PDH CS 0, DTT redox prof -0.2, Lmaj promast -6, PMI activator 1, RAM network inh 6.0, S1P3 antag -6, PMI act hi M6P 1 and Hsp70 act -0.3.
